Compound activity deposited in PubChem BioAssay by National Center for Advancing Translational Sciences (NCATS).
KCNH2 3.1 block: KCNH2 3.1 (human) potassium channel inhibition | hit rate 0.95% among 340,000 | activity change, % (tested at about 1.8 µM) | U2OS KCNH2 3.1, thallium flux FluxOr; hits give low values;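 active means maximum activity change below -70%; inconclusive means maximum activity change from -70% to -50%; inactive means maximum activity change above -50%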;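 further: thallium influx rate constant from kinetic fluorescence after stimulation buffer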
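Virally transduced U2OS (3.1 isoform, 4 h infection in dark at RT) → overnight 37 C → FluxOr + Red40 in HBSS/HEPES, 45 min → stimulation buffer, 2 min kinetic read → rate constant vs DMSO controls.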
hERG WT inh: inhibitors of human wildtype KCNH2 potassium channel | U2OS, BacMam KCNH2, thallium flux FluxOr; hits give low values | activity change, % at 1.84 µM | hit rate 0.37% among 340,000;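 active means maximum activity change below -70%; inconclusive means maximum activity change between -70% and -50%; inactive means maximum activity change above -50%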
Target sequence (Q12809 whole entry, looked up): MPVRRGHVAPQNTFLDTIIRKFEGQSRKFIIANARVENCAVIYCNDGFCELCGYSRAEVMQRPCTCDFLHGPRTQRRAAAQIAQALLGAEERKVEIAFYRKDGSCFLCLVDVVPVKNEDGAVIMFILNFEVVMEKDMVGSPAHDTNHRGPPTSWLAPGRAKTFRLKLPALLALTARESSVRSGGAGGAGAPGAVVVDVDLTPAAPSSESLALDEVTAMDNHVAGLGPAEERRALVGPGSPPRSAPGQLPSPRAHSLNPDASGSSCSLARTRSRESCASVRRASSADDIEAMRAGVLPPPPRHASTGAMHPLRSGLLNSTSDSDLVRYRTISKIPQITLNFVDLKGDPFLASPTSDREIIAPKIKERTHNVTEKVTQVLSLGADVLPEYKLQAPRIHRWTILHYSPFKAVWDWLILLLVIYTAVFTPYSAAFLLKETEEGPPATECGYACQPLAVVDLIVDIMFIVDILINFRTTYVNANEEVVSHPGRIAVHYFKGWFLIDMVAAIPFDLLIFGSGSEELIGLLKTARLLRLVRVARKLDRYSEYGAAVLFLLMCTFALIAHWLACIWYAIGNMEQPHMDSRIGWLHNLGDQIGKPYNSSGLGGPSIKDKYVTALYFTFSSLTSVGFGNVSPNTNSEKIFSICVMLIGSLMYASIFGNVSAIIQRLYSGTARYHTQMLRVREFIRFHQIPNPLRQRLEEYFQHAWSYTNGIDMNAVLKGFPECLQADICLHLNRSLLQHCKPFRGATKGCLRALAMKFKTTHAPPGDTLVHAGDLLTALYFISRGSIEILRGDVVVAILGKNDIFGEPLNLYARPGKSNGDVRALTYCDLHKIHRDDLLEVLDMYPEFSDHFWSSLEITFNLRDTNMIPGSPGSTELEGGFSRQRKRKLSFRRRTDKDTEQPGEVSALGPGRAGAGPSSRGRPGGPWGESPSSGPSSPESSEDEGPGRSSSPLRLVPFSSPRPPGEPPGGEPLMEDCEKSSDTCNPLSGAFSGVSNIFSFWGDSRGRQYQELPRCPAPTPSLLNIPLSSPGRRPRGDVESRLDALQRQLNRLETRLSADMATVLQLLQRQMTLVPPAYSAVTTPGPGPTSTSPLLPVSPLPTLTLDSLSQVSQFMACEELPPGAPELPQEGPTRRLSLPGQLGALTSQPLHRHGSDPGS
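U2OS cells transduced with wild-type KCNH2 virus are loaded with FluxOr dye for 45 min, and thallium flux is measured in kinetic reads before and after stimulation buffer. Rate constants are normalized to DMSO controls.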
Numbers without * were called inactive; ? = inconclusive. On the % scale 0 is the no-effect control and ±100 the full control effect. Only part of the results is shown; rates above refer to the full screens.

SMILES | KCNH2 3.1 block | hERG WT inh
Cc1ccc(C)c(NC(=O)CN(C)C(=O)c2ccc(COc3ccccc3)cc2)c1 | 2 | 18
CC(C)C1C(=O)N(Cc2cn(CCC3OCCCO3)nn2)CCS(=O)(=O)N1Cc1ccc(-c2ccc(F)nc2)cc1 (stereo not drawn) | 1 | 3
Cc1ccccc1-n1c(SCC(=O)NC2CC2)nc2ccccc2c1=O | -14 | 7
CC1(C)CC(=O)C=C(c2ccc(COC(=O)/C=C/c3ccccc3)cc2)C1=O | -3 | 0
CCCCN1C(=O)C(CC(=O)NCCc2ccccn2)CC(C(=O)N2CCOCC2)=C1C (stereo not drawn) | 3 | -18
CCOC(=O)N(C)C[C@@H]1OCc2ccccc2-c2c(n(C)c3ccccc23)C(=O)N([C@H](C)CO)C[C@H]1C | 3 | -3
O=C(COC(=O)CSc1ccc(F)cc1)NC1CC1 | 17 | -5
O=C(COc1cccc(F)c1)Nc1nc(-c2ccccn2)cs1 | 8 | 0
COc1ccc(-n2c(=O)c3c4c(sc3n(CC(=O)NCC3CCCO3)c2=O)CN(C(C)=O)CC4)cc1OC (stereo not drawn) | 3 | 4
O=C(CNC(=O)c1cccc(-n2cccc2)c1)Nc1ccccc1Br | -3 | 1
C[C@H](O)[C@@H]1C(=O)N2CCc3ccc(-c4ccccc4)cc3[C@@H]2C[C@@H]1N(C)C(=O)c1cccnc1 | -6 | -5
O=C(OCc1cn([C@H]2C[C@H](c3ccccc3)N(C(=O)c3cccs3)C[C@@H]2O)nn1)c1ccccc1 | -27 | 18
CN(C)C(=O)N1CCc2ccc([N+](=O)[O-])cc21 | -10 | -6
Cc1nn(CC(=O)NC2CCCCC2)c(C)c1[N+](=O)[O-] | 13 | -31
C[C@H]1CN([C@@H](C)CO)C(=O)CCCn2nncc2CO[C@H]1CN(C)C(=O)c1cc(-c2ccccc2)on1 | 2 | -7
O=C(NNC(=O)c1cccs1)c1ccccn1 | 9 | -1
C[C@H](CO)NC(=O)c1nc[nH]c1C(=O)N[C@@H](C)c1ccccc1 | 6 | -6
Cc1ccc(-c2ccc(CN3C(C)C(=O)N(Cc4cn(CCC5OCCCO5)nn4)CCS3(=O)=O)cc2)cc1 (stereo not drawn) | -5 | -7
O=C(Cn1cnc([N+](=O)[O-])c1)Nc1ccc(Cl)cc1Cl | -3 | 4
C[C@@H]1CN([C@H](C)CO)C(=O)c2cc(Br)cnc2O[C@@H]1CN(C)C(=O)c1ccccc1 | -5 | -30
CC1=CC2=C(C=O)C(=O)C(C)(O)C(O)C2=CO1 (stereo not drawn) | 0 | 3
Cc1cccc(C)c1Nc1n[nH]c(=S)s1 | -9 | -8
Cc1c(-c2ccccc2)n(O)[n+]([O-])c1-c1ccccc1 | 3 | -7
CCOc1ccc(Oc2ccc(NS(=O)(=O)c3ccc(CCC(=O)O)cc3)cc2)cc1 | 10 | 16
O=C(Oc1ccc[nH]c1=O)c1ccccc1 | 16 | 54
COc1cc(N)c2ncccc2c1SC | -17 | 6
NNc1ccc([N+](=O)[O-])c2[nH][nH]c(=O)c12 | 1 | -6
C[C@H](O)[C@@H]1CN2CCc3c([nH]c4ccccc34)[C@@H]2C[C@@H]1N(C)C(=O)Nc1cc(Cl)cc(Cl)c1 | -11 | 0
COc1ncnc2c1ncn2CCCNC1CCN(Cc2ccccc2)CC1 | -11 | 0
O=C(CCNC(=O)N1CC(=O)Nc2ccccc21)NCc1ccccc1Cl | 1 | 4
CCOc1cc(N2CCOCC2)c(OCC)cc1NS(=O)(=O)c1ccc2c(c1)CC(=O)N2 | 1 | 9
O=C(COC(=O)c1ccc(F)c(S(=O)(=O)N2CCOCC2)c1)Nc1ccc(Cl)cn1 | -7 | -11
COc1ccccc1S(=O)(=O)N(C)C[C@H]1Oc2ncc(Br)cc2C(=O)N([C@H](C)CO)C[C@H]1C | -8 | ?
Cc1ccc(NS(=O)(=O)c2ccc(-n3cccn3)cc2)c(Br)c1 | -7 | -4
CCN1C(=O)[C@H]2[C@@H](c3ccc(C)cc3)N[C@]3(CCCN(Cc4ccc(Cl)cc4)C3=O)[C@H]2C1=O | 5 | -6
O=C(c1ccc(CS(=O)Cc2cccc(Cl)c2)o1)N1CCN(c2ccc(F)cc2)CC1 (stereo not drawn) | -11 | 27
COc1ccc(CN2C(=O)C(CC(=O)NC3CCCCC3)CC(C(=O)N(C)C)=C2C)cc1 (stereo not drawn) | 13 | -20
C[C@@H]1CN([C@H](C)CO)C(=O)CCCn2nncc2CO[C@H]1CN(C)S(C)(=O)=O | -12 | -7
COc1ccc(-c2csc(NC(=O)CS(=O)(=O)c3ccccc3)n2)cc1OC | 24 | -11
CCCc1cc(=O)oc2cc(OCC(=O)NCCN3CCOCC3)c(Cl)cc12 | 18 | -9
CCN(CC)CCNC(=O)CN1C(=O)CSc2ccc(S(=O)(=O)N3CCOCC3)cc21 | 1 | 7
CC(C)NC(=O)c1ccc(COc2cccc3ccccc23)o1 | 3 | -9
O=C(NC(=S)N1CCN(c2ccc(F)cc2)CC1)c1ccccc1 | -8 | -9
Cc1ccc(S(=O)(=O)N(C)C[C@H]2Oc3cc(C#CC4CCCC4)ccc3S(=O)(=O)N([C@H](C)CO)C[C@H]2C)cc1 | -1 | -14
COc1cc2ccnc(C=O)c2cc1OC | 29 | 13
O=C1CN(CCN2CC(=O)N(Cc3ccccc3)C(=O)C2)CC(=O)N1Cc1ccccc1 | -5 | -5
Cc1ccccc1C1(O)c2ccccc2-c2ccccc21 | -12 | -2
CC(C(=O)OCC(=O)Nc1ccccc1OC(F)F)N1C(=O)C2CC=CCC2C1=O (stereo not drawn) | -3 | 8
CCN(CC)Cc1nc2nc(Cl)c(Cl)nc2[nH]1 | 0 | -4
CNC(=O)C[C@@H]1C(=O)N(Cc2ccccc2)CC1(C)C | 1 | -19
CC(C)Cc1nnc(NS(=O)(=O)c2ccccc2)s1 | -21 | ?
COc1cc(/C=C2/SC(=S)N(CCC(=O)N3CCN(C)CC3)C2=O)cc(OC)c1OC | 2 | 22
N=c1c2ccccc2nc2n1CCCCC2 | 5 | 15
Cc1ccc(-n2c(=O)c3c(c4cc(C)ccc4n3C)n(CC(=O)NCC3CCCO3)c2=O)cc1 (stereo not drawn) | -2 | 1
C[C@H]1Cn2cnc(C(=O)N[C@@H](Cc3c[nH]c4ccccc34)C(=O)OC(C)(C)C)c2C(=O)N1 | -11 | -8
O=C(c1ccc(F)cc1)N1CCN(S(=O)(=O)c2ccc3c(c2)OCCO3)CC1 | -15 | -3
Cc1ccc(OCc2cc(C(=O)N(C)Cc3cnn(C)c3)no2)cc1C | -10 | 5
C[C@@H]1CN([C@@H](C)CO)C(=O)CCCn2nncc2CO[C@H]1CN(C)C(=O)CCC(F)(F)F | 2 | 6
C[C@H](CO)N1C[C@H](C)[C@@H](CN(C)Cc2ccc(-c3ccccc3)cc2)Oc2ncc(C#C[C@@H](C)O)cc2C1=O | -40 | 10
C[C@@H]1CN([C@@H](C)CO)C(=O)CCCn2nncc2CO[C@@H]1CN(C)S(=O)(=O)c1ccccc1C#N | 3 | -1

4 records picked at random from the list so far:
SMILES | KCNH2 3.1 block | hERG WT inh
CNC(=O)C[C@@H]1C(=O)N(Cc2ccccc2)CC1(C)C | 1 | -19
C[C@@H]1CN([C@@H](C)CO)C(=O)CCCn2nncc2CO[C@H]1CN(C)C(=O)CCC(F)(F)F | 2 | 6
COc1cc2ccnc(C=O)c2cc1OC | 29 | 13
N=c1c2ccccc2nc2n1CCCCC2 | 5 | 15

A different layout for some results above.
> C[C@@H]1CN([C@H](C)CO)C(=O)c2cc(Br)cnc2O[C@@H]1CN(C)C(=O)c1ccccc1
  KCNH2 3.1 block: -5
  hERG WT inh: -30
> Cc1ccccc1-n1c(SCC(=O)NC2CC2)nc2ccccc2c1=O
  KCNH2 3.1 block: -14
  hERG WT inh: 7
> O=C(c1ccc(F)cc1)N1CCN(S(=O)(=O)c2ccc3c(c2)OCCO3)CC1
  KCNH2 3.1 block: -15
  hERG WT inh: -3
> C[C@@H]1CN([C@H](C)CO)C(=O)CCCn2nncc2CO[C@H]1CN(C)S(C)(=O)=O
  KCNH2 3.1 block: -12
  hERG WT inh: -7

(next part)
SMILES | KCNH2 3.1 block | hERG WT inh
C[C@@H]1CN([C@H](C)CO)C(=O)CCCn2cc(nn2)CO[C@H]1CN(C)C(=O)Nc1cccc(C(F)(F)F)c1 | -38 | -6
O=CN1CCN(C(=O)Cc2ccc(Cl)cc2)CC1 | 2 | -3
O=S(=O)(c1cnccc1N1CCN(CCO)CC1)N1CCCC1 | 6 | -2
C=CCN1CCN(c2ccncc2S(=O)(=O)N2CCN(C)CC2)CC1 | -4 | 0
COCCNC(=O)c1ccc(N2CC3CC(C2)c2cccc(=O)n2C3)c(NC(=O)c2ccc(C(C)(C)C)cc2)c1 (stereo not drawn) | 4 | 1
CC(=O)Nc1cccc(OCc2ccc([N+](=O)[O-])cc2)c1 | -4 | 5
CC(C(=O)N1CCCC1)N(c1ccc(Cl)cc1)S(C)(=O)=O (stereo not drawn) | 8 | 8
Cc1noc(C)c1S(=O)(=O)N(C)C[C@H]1OCCCC[C@@H](C)Oc2ccc(NS(=O)(=O)c3cn(C)cn3)cc2C(=O)N([C@H](C)CO)C[C@@H]1C | -12 | -49
Cc1ccc([C@H]2N[C@]3(CCCN(Cc4ccccc4)C3=O)[C@H]3C(=O)N(Cc4ccccc4)C(=O)[C@@H]23)cc1 | 5 | 8
COC(=O)c1c(-c2ccccc2)[nH]c(-c2nccc3ccccc23)c1C(=O)OC | 3 | -6
Cc1ccc2c(c1)CCO[C@@]21O[C@H](CCO)C[C@H](O)[C@H]1O | 11 | 2
COC(=O)c1cn(C(=O)c2ccc3c(c2)OCO3)c2ccccc12 | -1 | -7
COc1ccc(S(=O)(=O)N(C)C[C@H]2OCCCC[C@@H](C)Oc3ccc(N(C)C)cc3C(=O)N([C@H](C)CO)C[C@@H]2C)cc1 | 1 | 3
C[C@@H]1CN([C@@H](C)CO)C(=O)CCCn2nncc2CO[C@H]1CN(C)Cc1cccc2c1OCCCO2 | 7 | 0
Cc1ccc(OCC(=O)NNC(=O)c2cc(S(=O)(=O)N(C)C)ccc2N2CCCC2)cc1 | 7 | 13
C[C@H]1CN(c2ccc(Br)cc2)C(=O)[C@@H]1CC(=O)Nc1ccc(Br)cc1 | 0 | 1
CC(C)CC1C(=O)N(Cc2cn(CC3CCCCC3)nn2)CCS(=O)(=O)N1Cc1ccc(-c2cccc(CO)c2)cc1 (stereo not drawn) | -11 | -1
Cc1cccc(Nc2cc(=O)n(C)c(=O)n2C)c1 | 19 | 7
COc1ccccc1-c1ccc2c(c1)O[C@@H](CN(C)C(=O)Nc1cccc(F)c1)[C@H](C)CN([C@H](C)CO)S2(=O)=O | -2 | -1
Cc1ccccc1C(=O)NC1CC2CCCC(C1)N2Cc1ccccc1Cl (stereo not drawn) | -6 | 22
COc1ccc(Br)cc1C=NNS(=O)(=O)c1ccc(C)cc1 | 1 | 3
Cc1noc(C)c1NC(=O)N(C)C[C@H]1OCCCC[C@@H](C)Oc2ccc(NC(=O)Nc3ccc(F)cc3)cc2C(=O)N([C@@H](C)CO)C[C@H]1C | -12 | -9
OCC1OC(n2cnc3c(N4CCCC4)ncnc32)C(O)C1O (stereo not drawn) | 3 | -12
O=C1C=CC(n2cc(F)c(=O)[nH]c2=O)O1 (stereo not drawn) | 1 | -9
CN1C(=O)c2ccccc2CC12c1ccccc1C(=O)N2C (stereo not drawn) | 0 | 13
O=C(Nc1ccc(C(=O)O)cc1)/C(=C\c1ccc([N+](=O)[O-])cc1)NC(=O)c1ccco1 | -4 | 6
COc1ccccc1C(=O)NCC(=O)N(C)Cc1nc2ccccc2c(=O)[nH]1 | 10 | -12
